Source: PubChem BioAssay
PostGolgi yeast: growth inhibition of a yeast mutant, post-Golgi transport screen; post-Golgi transport phenotypic cell assay; inhibition, % at 10 µM; 98,000 compounds, 0.9% hits; AID 739;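 further: yeast cells grown in 1536-well plates; yeast grown about 18 h at 30C before absorbance read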
S1P2 antag: S1P2 (human) receptor antagonism | O95136 | cell-based S1P2 antagonist assay, inhibition at 5 uM | inhibition, % at 5 µM | 97,000 compounds, 0.21% hits | AID 736; in the data active means inhibition above about 45%;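 further: CRE beta-lactamase reporter cells expressing human S1P2 stimulated with S1P; 0% = agonist at EC80 alone and 100% = agonist plus reference antagonist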
PTPN22 act: LYP (human) phosphatase activation; Q9Y2R2; recombinant LYP, DiFMUP fluorescence; 0 = plate median, 100 = signal doubled; activation, % at 2 µM; 96,000 compounds, 0.11% hits; AID 697;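 active means activation at 2 µM above a set limit, the mean plus 5 SD, cut at about 37% in these data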
LYP inh 2: LYP (human) phosphatase inhibition. 96,000 compounds, 0.21% hits. inhibition, % at 2 µM. Q9Y2R2. recombinant LYP catalytic domain, DiFMUP fluorescence;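 active means inhibition at 2 µM at or above a set limit, the screen mean plus 3 SD, cut at about 24% in these data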;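 further: 0% = DMSO with enzyme and 100% = enzyme fully blocked by orthovanadate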
S1P2 ag: activates the human S1P2 receptor. activation, % at 4.5 µM. AID 729. 97,000 compounds, 0.46% hits. O95136. S1P2-expressing cell line, agonist reporter read-out; in the data active means activation above about 16%;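 further: 0% = vehicle low control and 100% = maximal reference agonist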
PostGolgi ctrl: yeast control strain growth, post-Golgi counter-screen; efflux-deficient yeast background strain, growth absorbance A615, 16 h; inhibition, % at 10 µM; 98,000 compounds, 5% hits; AID 738
FAK inh: FAK (human) kinase inhibition | inhibition, %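 (tested at 7 µM)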 | 97,000 compounds, 0.84% hits | Q05397 | biochemical FAK kinase activity assay; in the data active means inhibition above about 19%;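 further: 0% = DMSO and 100% = reference compound high control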
Target sequence (Q05397 whole entry, looked up): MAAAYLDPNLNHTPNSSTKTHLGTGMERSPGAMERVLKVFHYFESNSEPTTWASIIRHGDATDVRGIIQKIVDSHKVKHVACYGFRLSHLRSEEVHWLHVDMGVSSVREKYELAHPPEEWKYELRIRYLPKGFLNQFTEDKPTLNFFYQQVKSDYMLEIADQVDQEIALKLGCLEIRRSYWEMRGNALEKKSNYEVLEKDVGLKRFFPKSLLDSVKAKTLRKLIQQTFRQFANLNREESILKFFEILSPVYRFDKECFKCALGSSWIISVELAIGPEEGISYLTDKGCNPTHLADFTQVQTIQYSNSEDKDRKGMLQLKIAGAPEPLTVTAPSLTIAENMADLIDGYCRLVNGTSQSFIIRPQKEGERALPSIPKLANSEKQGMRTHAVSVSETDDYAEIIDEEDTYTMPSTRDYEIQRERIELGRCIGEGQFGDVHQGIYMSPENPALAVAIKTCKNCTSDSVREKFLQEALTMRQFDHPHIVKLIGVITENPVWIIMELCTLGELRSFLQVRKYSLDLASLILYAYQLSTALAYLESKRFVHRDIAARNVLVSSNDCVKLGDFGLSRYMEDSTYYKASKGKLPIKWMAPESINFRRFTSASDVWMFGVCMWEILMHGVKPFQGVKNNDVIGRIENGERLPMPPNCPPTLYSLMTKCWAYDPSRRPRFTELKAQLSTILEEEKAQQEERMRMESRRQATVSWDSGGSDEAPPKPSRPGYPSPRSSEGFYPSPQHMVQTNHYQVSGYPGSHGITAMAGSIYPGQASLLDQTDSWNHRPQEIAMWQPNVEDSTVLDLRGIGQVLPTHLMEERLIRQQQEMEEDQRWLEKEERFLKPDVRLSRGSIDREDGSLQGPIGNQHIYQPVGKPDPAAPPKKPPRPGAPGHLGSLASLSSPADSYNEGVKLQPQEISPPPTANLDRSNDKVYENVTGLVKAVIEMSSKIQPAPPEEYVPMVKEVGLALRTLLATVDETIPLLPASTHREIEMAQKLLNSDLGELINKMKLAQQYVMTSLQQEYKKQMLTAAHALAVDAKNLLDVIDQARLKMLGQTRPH
HIV Rev-RRE inh: disrupts HIV-1 Rev binding to RRE RNA; Rev peptide-RRE RNA binding, FRET; inhibition, % at 8 µM; 97,000 compounds, 0.79% hits; AID 704;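 active means inhibition above the screen-wide mean plus 3 SD, cut at about 35% in these data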;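 further: 0% = median DMSO wells and 100% = median Neomycin B control wells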
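Test system: labelled RRE RNA duplex and labelled Rev peptide. Times: 5 min compound–RNA preincubation, then 15 min with peptide, 25 °C. Doses: single-dose 8 µM. Measured by: FRET, excitation 480 nm, emission 540 nm donor and 671 nm acceptor. Measure: % inhibition of FRET ratio versus controls.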
EphB4 ephrin blk: EphB4-ephrin-B2 interaction antagonism. inhibition, % at 7 µM. 97,000 compounds, 0.15% hits. EphB4 LBD / TNYL-RAW-Alexa532 peptide, fluorescence polarization;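 active means inhibition above the screen-wide mean inhibition plus 3 SD, cut at about 15% in these data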;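 further: 0% = DMSO wells and 100% = excess unlabeled TNYL-RAW peptide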
An asterisk follows results filed as active; · = not tested or not shown. Unless noted, no stated cut-off is given here; in the data, active means inhibition above about 30%; inactive means the rest.

SMILES	PostGolgi yeast	S1P2 antag	PTPN22 act	LYP inh 2	S1P2 ag	PostGolgi ctrl	FAK inh	HIV Rev-RRE inh	EphB4 ephrin blk
CCOCC(=O)Nc1ccc(C)c(Cl)c1	-4	4	-1	0	-6	-4	0	8	1
COc1ccc(Cl)cc1C(=O)Nc1ccc(N(C)C(C)=O)cc1	5	-21	6	-4	-4	32*	0	0	-3
O=C1/C(=C/c2ccc([N+](=O)[O-])cc2)C=C(c2ccccc2)N1c1ccc(O)cc1	92*	5	1	1	-10	74*	0	1	0
O=C(NCCN1CCOCC1)C1CCC(=O)N1Cc1ccc(F)cc1 (stereo not drawn)	4	-10	-2	1	-3	-5	0	4	0
COC(=O)c1[nH]c2ccc(C)cc2c1NC(=O)CN1CCN(c2ccccc2)CC1	12	26	15	-15	-5	20	-1	11	6
CS(=O)(=O)Nc1ccccc1C(=O)N1CCOCC1	-7	5	4	-5	0	5	-2	9	3
Cc1nc(-c2ccccc2)cc(=O)[nH]1	-9	2	4	-6	-5	-4	0	2	-2
COCCN1CSC(=S)N(Cc2ccco2)C1	8	18	-2	1	-3	0	-2	1	-1
CS(=O)(=O)Nc1ccccc1C(=O)Nc1cc(Cl)cc(Cl)c1	-1	-10	1	2	-4	4	-6	7	4
COCCCNC(=O)C1CCN(S(=O)(=O)N(CC(C)C)CC(C)C)CC1	0	4	-5	4	-3	9	-1	0	4
COC(=O)CC[C@@H](C(=O)O)N1C(=O)c2ccccc2C1=O	-3	22	6	-6	-1	6	-7	2	4
O=S(=O)(c1ccc(F)cc1)N(CCO)CC(O)Cn1c2ccccc2c2ccccc21 (stereo not drawn)	16	-13	2	0	-3	11	-2	10	-3
CCc1sc(NS(C)(=O)=O)nc1-c1ccccc1	-2	11	3	-3	-3	-1	-5	7	14
COc1cc(C)nc(N2CCC(C(N)=O)CC2)n1	3	0	7	-6	-2	10	-1	5	-10
O=C(NCCc1ccccc1)c1nc2ncccn2n1	0	-7	-5	5	-3	11	1	-4	-2
Cc1cc2c(n1-c1ccc(Br)cc1)CC(C)(C)CC2=O	0	-17	-12	12	1	40*	2	3	0
CCN(CC)c1nc(-c2ccc(Cl)cc2)cc(C(F)(F)F)c1C#N	3	-5	1	3	-2	7	3	8	-2
CC(C)COC(=O)c1cc(=O)[nH]c2ccccc12	-19	1	8	-8	-3	8	5	8	15
Cc1cc(=O)n(-c2ccc(O)cc2)[nH]1	-1	-1	2	-4	-4	-15	0	0	-6
S=c1[nH]cc(-c2ccccc2)n1-c1ccccc1	2	14	0	3	-3	7	2	-1	7
COC(=O)c1ccc(NC(=O)CN2CCN(c3ccccc3)CC2)cc1	7	20	2	-4	-6	5	4	11	8
COc1ccc(N2CCN(S(C)(=O)=O)CC2)cc1	5	-15	6	-6	1	17	2	7	-3
Cc1cc(=O)[nH]c(SCCCOc2ccc3c(c2)CCC3)n1	-2	-4	1	-2	-3	27	-1	3	5
CC1(C)C(c2cccs2)=[N+]([O-])C2(CCCCC/C2=N\NC(N)=O)N1O (stereo not drawn)	0	-15	-2	3	-9	6	-1	6	3
CN1CCN(c2nc(-c3ccccc3)c3cc(Cl)ccc3n2)CC1	7	5	-4	2	25*	9	-1	11	-3

Five compounds from above, limited to HIV Rev-RRE inh.
SMILES	HIV Rev-RRE inh
CCN(CC)c1nc(-c2ccc(Cl)cc2)cc(C(F)(F)F)c1C#N	8
CC(C)COC(=O)c1cc(=O)[nH]c2ccccc12	8
Cc1cc(=O)n(-c2ccc(O)cc2)[nH]1	0
S=c1[nH]cc(-c2ccccc2)n1-c1ccccc1	-1
COC(=O)c1ccc(NC(=O)CN2CCN(c3ccccc3)CC2)cc1	11

Back to the main list, repeating the 3 entries before the break.
SMILES	PostGolgi yeast	S1P2 antag	PTPN22 act	LYP inh 2	S1P2 ag	PostGolgi ctrl	FAK inh	HIV Rev-RRE inh	EphB4 ephrin blk
Cc1cc(=O)[nH]c(SCCCOc2ccc3c(c2)CCC3)n1	-2	-4	1	-2	-3	27	-1	3	5
CC1(C)C(c2cccs2)=[N+]([O-])C2(CCCCC/C2=N\NC(N)=O)N1O (stereo not drawn)	0	-15	-2	3	-9	6	-1	6	3
CN1CCN(c2nc(-c3ccccc3)c3cc(Cl)ccc3n2)CC1	7	5	-4	2	25*	9	-1	11	-3
CC(=O)c1cccc(N2C(=NC(=O)C(C)C)SC3CS(=O)(=O)CC32)c1 (stereo not drawn)	0	-19	-4	3	-9	-2	-2	2	-1
CCn1c(SCC(=O)Nc2ccc(N3CCOCC3)c(Cl)c2)nnc1-c1ccc(N)cc1	2	-12	-1	3	-4	4	2	11	0
COC(=O)c1ccc(C2/C(=C(\O)c3ccc4c(c3)OCCO4)C(=O)C(=O)N2CCCN(C)C)cc1 (stereo not drawn)	-3	5	0	-2	0	-3	-1	-3	-3
COC(=O)COc1ccc(S(=O)(=O)Nc2ccc(C(N)=O)cc2)cc1Cl	-11	-13	0	-3	-5	4	1	4	-9
CCOC(=O)COc1ccc(S(=O)(=O)N2CCN(c3ccccc3F)CC2)cc1	-4	21	-3	6	-6	13	8	18	14
CCCn1c(/C=C/c2ccccc2)nc2ccccc21	2	-13	-2	4	-4	19	2	12	-2
O=C(Nc1ccccc1)NC1(C(=O)NCCCN2CCOCC2)CCCCC1	-6	8	-2	0	-4	17	5	8	4
CCn1c(SCc2ccc([N+](=O)[O-])cc2)nnc1C(C)NC(=O)c1ccccc1Br (stereo not drawn)	-3	-17	6	-2	-5	2	-6	13	-1
Cc1ccc2cc(CN(CC3CCCO3)S(=O)(=O)c3ccc4c(c3)OCCO4)c(=O)[nH]c2c1C (stereo not drawn)	·	-16	24	-24	-1	·	-2	11	-8
CCn1c(SCC(=O)NC2CCCCC2)nc2c(c1=O)SC(C)C2 (stereo not drawn)	15	4	5	-8	0	2	-2	-1	-5
COc1ccc(-c2cc(C(=O)N3CCN(C(c4ccccc4)c4ccccc4)CC3)no2)cc1OC	10	23	1	-4	2	2	-3	1	6
CCN1CCc2c(C#N)c(N3CCOCC3)nc(NCCO)c2C1	-6	5	21	-24	0	13	-5	1	-3
N#CCCn1c(C2CCCCC2)nc2ccccc21	-12	-16	0	2	0	0	2	5	-4
O=S(=O)(c1cccc(S(=O)(=O)N2CCCC2)c1)c1cccc(S(=O)(=O)N2CCCC2)c1	26	19	6	-8	-13	-2	0	5	4
CC(=O)Nc1ccc(S(=O)(=O)Oc2cccc(N3C(=O)C4CC=CCC4C3=O)c2)cc1 (stereo not drawn)	2	13	9	-13	-2	-2	0	2	-1
Cc1cc(NC(=O)C(=O)NCCN2CCN(C(=O)c3cccs3)CC2)ccc1Br	·	16	2	-3	-6	·	-2	5	8
Cc1ccc2c(c1)N(CC(=O)Nc1ccc3c(c1)OCCO3)C(=O)CO2	-3	-15	-8	4	0	-4	-1	1	-3
COc1ccc(OCCCc2c(C)n[nH]c2C)cc1	2	-9	2	0	-2	1	-1	7	-1
COc1ccc(Cc2nnc(N)s2)cc1OC	·	-10	5	-6	-2	·	0	5	-7
C=CCc1cccc(CNc2nc3ccccc3n2C(C)C)c1O	-5	-7	-5	4	-8	47*	-3	10	-5
O=c1cc(N2CCc3ccccc3C2)[nH]c(=O)n1C1CCCCC1	0	10	0	1	-2	3	3	2	5
COC(=O)CCc1c(C)c(C#N)c2nc3ccccc3n2c1N1CCCC1	14	-29	-6	9	-3	15	0	4	-2
Cc1ccc(-c2nnc(Nc3ccccc3)o2)cc1	0	13	4	-6	-3	4	3	6	-6
CCCCC(=O)Nc1nnn(CCC)n1	0	-17	6	-11	-2	19	-4	1	-3
CCCc1nnc(SCC(=O)Nc2ccc(OCC)cc2)n1N	17	7	13	-10	-5	12	-3	1	-11

Next part
SMILES	PostGolgi yeast	S1P2 antag	PTPN22 act	LYP inh 2	S1P2 ag	PostGolgi ctrl	FAK inh	HIV Rev-RRE inh	EphB4 ephrin blk
COC(=O)CSc1nnc(CSc2nc(C)cc(C)n2)n1Cc1ccco1	-4	6	8	-10	-5	-7	0	4	1
O=C(NC1CC1)c1cc(Cl)ccc1[N+](=O)[O-]	-3	-13	-4	1	-5	13	-1	6	0
Cc1cc2n(n1)C(c1cccs1)Nc1ccccc1-2 (stereo not drawn)	2	-11	13	-10	-5	3	-2	2	-4
O=C(CSc1nc2ccccc2s1)N1c2ccccc2Sc2ccc(Cl)cc21	-11	0	11	-9	-1	1	3	3	2
COC(=O)c1ccsc1NC(=O)C1=COCCO1	-4	-5	8	-9	-1	-5	4	11	1
Cc1ccc(CN2CCN(C(=O)C3CCCO3)CC2)cc1 (stereo not drawn)	-5	-5	-2	-2	-4	4	-2	8	5
CCOC(=O)c1sc(-c2ccc(OC)cc2)cc1N	0	-11	1	-2	-6	7	1	6	3
CCCn1cnc2cc(NCc3cccc(OC)c3)ccc21	6	-1	5	-6	-1	-3	1	1	1
CN(C(=O)c1cccnc1)c1nc(-c2ccccc2)cs1	-5	20	-4	1	-4	13	7	4	2
CN1CCc2nc(SCC(=O)Nc3ccc(Cl)cc3)c(C#N)cc2C1	3	5	-9	8	-4	0	13	13	4
O=C(Nc1sc2c(c1C(=O)O)CCC2)c1ccco1	-1	-8	-5	3	-7	4	0	11	3
COc1ccc(C(C(=O)NC2CCCC2)N(C(=O)c2snc(-c3ccc(F)cc3)c2N)c2ccc(OC)cc2)cc1 (stereo not drawn)	-12	35	-18	22	-8	-3	-4	4	1
O=C1CSC(c2cccc(F)c2)N1c1ccc(O)cc1 (stereo not drawn)	6	3	5	-2	-7	-8	0	11	7
CS(=O)(=O)N1Cc2ccccc2CC1C(=O)OCC(=O)Nc1ccc2ccccc2c1 (stereo not drawn)	0	-1	5	-7	-8	20	4	12	3
COc1ccc(-c2[nH]c(-c3ccccc3)nc2SCC(=O)NCc2ccco2)cc1OC	1	-3	0	0	-1	4	5	-4	0
Cc1nn(CC(=O)Nc2ccccc2)c(=O)c2ccccc12	-1	-4	5	-6	-6	13	-2	4	6
Cc1ccc(S(=O)(=O)N/N=C\c2ccccc2OCc2ccccc2)cc1	-9	-19	-6	4	-3	8	-5	7	4
CCOCCc1nnc(NC(=O)CN2C(=O)c3ccccc3C2=O)s1	0	-14	5	-6	-4	-2	1	9	4
CCCn1c(SCC(=O)Nc2nonc2C)nnc1-c1ccoc1C	1	8	4	-4	-3	7	-1	-1	-10
O=C(CCNS(=O)(=O)c1ccc2c(c1)CCC(=O)N2)Nc1ccc2c(c1)OCCO2	0	-11	7	-9	-6	-7	0	6	-10
Cn1ncc(C#N)c1NC(=O)c1cc(-c2ccccc2Cl)on1	-5	8	15	-14	-6	30*	-3	6	3
CCc1nnc(NS(=O)(=O)c2ccc(N3C(=O)C4CC=C(Cl)CC4C3=O)cc2)s1 (stereo not drawn)	1	-7	1	-2	-1	10	0	-3	1
COc1ccc(N(CC(O)Cn2nnc3ccccc32)S(=O)(=O)c2ccc(C)cc2)cc1 (stereo not drawn)	-7	7	3	-5	-6	-1	2	10	-4
CC(=O)N1N=C(c2ccc3nccnc3c2)CC1c1ccccc1 (stereo not drawn)	5	-5	1	3	-5	27	7	-3	4
COc1ccc(N=C2S/C(=C\c3ccc(C)s3)C(=O)N2CC(C)C)cc1	-3	-1	0	2	-2	12	-4	13	2
Cc1cc(C)nc(SCc2nnc(SCc3ccccc3Cl)o2)n1	9	4	5	-6	-4	17	2	3	-10
Cc1ccn2c(C(=O)c3ccc(Cl)cc3)cnc2c1	2	4	-3	3	-5	14	3	1	-1
Cc1cccc(NC(=O)c2cnc3sccn3c2=O)c1C	-9	19	7	-10	-1	-8	5	5	4
COCCNC(=O)C(c1cccs1)N(Cc1cccs1)C(=O)Cn1nnc2ccccc21 (stereo not drawn)	·	3	-7	4	-5	·	-2	6	5
